Bioassay records as filed in PubChem BioAssay.
NOD2 inhibition: NOD2 signaling inhibitors, cell-based, luminescence, uHTS, HEK293 (AID 1566); HEK293 NOD2/NF-kB luciferase reporter, luminescence; higher % means a stronger effect; inhibition, % at 4 µM, or EC50 in µM where a hit was titrated; hit rate 0.63% among 290,000; further: many of its hits are not listed in these tables
Myeloid diff MLP: compounds promoting myeloid differentiation | ER-HoxA9 myeloid progenitors, lysozyme-GFP differentiation, flow cytometry | calls only at 10 µM | hit rate 1% among 360,000;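 active means normalized GFP-positive differentiation at or above the plate's own cutoff, the solvent-only control mean plus 3 SD; inconclusive means no clear call, values can overlap the other calls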;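 further: cells exposed to compound for four days before flow analysis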
GPR55 activation: selective activators of receptor GPR55 – imaging, U2OS cells, beta-arrestin-GFP redistribution, primary screen (AID 1961) | hit rate 0.048% among 290,000 | one-dose activation, % at 10 µM; EC50 in µM for titrated hits | U2OS GPR55 beta-arrestin-GFP redistribution imaging; higher % means a stronger effect;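 active means activation above 40% with more than 50 cells counted in the well; inconclusive means wells holding fewer than 50 cells, flagged as toxic or sparse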;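 further: U2OS osteosarcoma cells stably expressing GPR55 and beta-arrestin-GFP; plate controls were DMSO negative control for no effect and LPI positive control for full effect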
NTR1 ag: NTR1-driven beta-arrestin-GFP spot formation – imaging, U2OS cells, high content, primary screen (AID 493036); P30989; agonist mode; activation, % at 20 µM; hit rate 0.17% among 330,000;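 active means activation at or above 40% of the spot to cytoplasm intensity ratio, with at least 20 cells analyzed; inconclusive means wells under 20 cells, flagged as cytotoxic or low count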;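 further: 0% = DMSO without peptide and 100% = 100 nM NTR1 peptide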
Target sequence (P30989 whole entry, looked up): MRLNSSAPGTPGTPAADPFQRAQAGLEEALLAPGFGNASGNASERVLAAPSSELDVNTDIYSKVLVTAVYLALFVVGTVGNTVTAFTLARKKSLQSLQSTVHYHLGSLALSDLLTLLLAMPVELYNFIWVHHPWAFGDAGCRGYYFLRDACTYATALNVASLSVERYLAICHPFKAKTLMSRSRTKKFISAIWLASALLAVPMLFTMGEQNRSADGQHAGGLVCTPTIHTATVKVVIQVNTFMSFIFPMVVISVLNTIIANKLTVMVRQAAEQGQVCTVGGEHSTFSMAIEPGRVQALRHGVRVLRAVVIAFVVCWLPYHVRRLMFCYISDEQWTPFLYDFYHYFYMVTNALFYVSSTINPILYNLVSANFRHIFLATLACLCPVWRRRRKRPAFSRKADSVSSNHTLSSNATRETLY
KOR beta-arrestin-1: KOR agonists, beta-arrestin recruitment, primary screen, cell-based, luminescence, uHTS (AID 1777); KOR beta-arrestin recruitment, luminescence; higher % means a stronger effect; activation, % at 10 µM, or EC50 in µM where a hit was titrated; hit rate 0.02% among 280,000; in the data active means activation above about 50%, passing the limit was not always enough; further: a part of the inactive calls stands beside numbers as strong as those of hits
KOR beta-arrestin-2: kappa opioid receptor blockers – cell-based, luminescence, uHTS (AID 1778). inhibition, % at 10 µM, or IC50 in µM where a hit was titrated. hit rate 0.091% among 290,000. KOR beta-arrestin recruitment, luminescence, antagonist mode; higher % means a stronger effect; further: strong numbers were not always called active
NOD1 inhibition: inhibition of NOD1-driven NF-kB reporter – cell-based, luminescence, uHTS, primary screen (AID 1578). NOD1-driven NF-kB luciferase reporter cells, luminescence; higher % means a stronger effect. inhibition, % at 4 µM, or EC50 in µM where a hit was titrated. hit rate 1% among 290,000; in the data active means inhibition mostly above about 36%, no sharp cut-off; inactive means mostly below about 34%;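 further: HEK-293T reporter cells stimulated with the NOD1 agonist gamma-tri-DAP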
GPR55 LPI antagonism: GPR55 antagonists blocking LPI-driven arrestin recruitment, primary screen, imaging, U2OS, beta-arrestin-GFP, LPI agonist (AID 2013); U2OS GPR55 beta-arrestin-GFP translocation imaging, LPI antagonism; higher % means a stronger effect; inhibition, % at 10 µM; hits with a dose series show IC50 in µM; hit rate 0.13% among 290,000;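 active means spots per cell inhibited over 60%, with over 100 cells counted and total cytoplasm intensity under 500,000; inconclusive means wells with under 100 cells, flagged as likely toxic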;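 further: U2OS cells stably carrying GPR55 and arrestin-GFP stimulated by 5 µM LPI near EC80; imaged beta-arrestin-GFP aggregate spots per cell after agonist stimulation; plate controls were LPI-stimulated DMSO wells for no effect and DMSO wells without LPI for full effect; some results filed as inactive read as strong as hits; confirmed hits need IC50 under 10 µM and bright autofluorescent wells are also inconclusive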
T cell HTS: T cell immune modulators affecting CD8 T cell-vesicle binding; 2C CD8+ T cell-vesicle binding, flow cytometry; hits give low values; calls only at 7 µM; hit rate 0.068% among 330,000;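 active means response, share of CD8 T cells binding vesicles, and their 90th percentile fluorescence all below set limits, cut at about 80% in these data, passing the limit was not always enough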
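Assay system: 2C TCR transgenic mouse naive CD8+ T cells, MACS-purified | Read-out: CD8+ gate FL2 mean fluorescence as % of same-row positive control | Signal: High-throughput flow cytometry with anti-B7-1 and anti-CD8 staining | Timing: Binding step 1.5 h, 37 °C, antibody labelling 20 min, ice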
T cell HTS vesicle-bound %: recorded beside T cell HTS, whose call it bears; double positive events, %; measured here: CD8+ vesicle-bound cell fraction;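 binding gate set so that unloaded-vesicle control wells show 10% double positive cells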
NTR1 ag cell count 20 µM: also measured in NTR1 ag; calls as there; cell count; measured here: cell count, cytotoxicity flag
Myeloid diff MLP GFP+ MAC1+ %: recorded beside Myeloid diff MLP, whose call it bears; GFP+ MAC1+ double positive, %; measured here: differentiation confirmed by MAC1 staining
* marks the source's active call; other numbers are inactive results; i = inactive; u = inconclusive; x = no result given; [ ] = dose if it differs, or a comment. Unless noted, no stated cut-off is given here; in the data, active means inhibition above about 50%; inactive means the rest.

SMILES	NOD2 inhibition	Myeloid diff MLP	Myeloid diff MLP GFP+ MAC1+ %	GPR55 activation	NTR1 ag	NTR1 ag cell count 20 µM	KOR beta-arrestin-1	KOR beta-arrestin-2	NOD1 inhibition	GPR55 LPI antagonism	T cell HTS	T cell HTS vesicle-bound %
CCN1CCN(c2c(S(=O)(=O)c3ccc(C)c(C)c3)cnc3ccc(F)cc23)CC1	7%	i	8.0	1.5%	3.1	56	1.0%	-9%[20 µM]	-6%	1%	i	19
COc1ccc(CCNC(=O)c2cc(-c3ccncc3)nc3ccc(S(=O)(=O)N4CCOCC4)cc23)cc1OC	-2%	u	x	-0.1%	4.1	38	0.7%	-46%	42%	-15%	i	9
O=C(Nc1nnc(-c2ccc(F)cc2)o1)c1ccc(S(=O)(=O)N2CCOCC2)cc1	40%	i	1.7	0.4%	-0.7	88	0.1%	9%	-18%	14%	i	11
Cc1ccc(SC(c2ccc(C)cc2)C(Cn2cncn2)C(=O)c2ccccc2)cc1 (configuration not stated)	-4%	i	0.9	0.2%	9.9	43	-2.1%	26%	-65%	13%	i	61
O=C(CSc1nnc(COc2cccc3cccnc23)o1)N1CCN(C(=O)c2ccco2)CC1	6%	i	0.7	0.2%	-0.6	50	-1.1%	21%	-32%	-5%	i	46
O=C(NCC(c1cccs1)N1CCOCC1)c1ccc(Cl)c(S(=O)(=O)N2CCOCC2)c1 (configuration not stated)	5%	i	0.5	0.2%	0.6	60	x	10%	-3%	-3%	i	8
COc1ccc(OC)c(NC(=O)CN2CCN(C(=O)c3ccco3)CC2)c1	1%	i	0.4	-0.2%	1.5	62	-7.5%	9%	-8%	-2%	i	45
COCCNC(=O)c1cn(C)c(=O)c2cc(OC)c(OC)cc12	0%	i	0.4	0.7%	-0.2	81	-2.8%	8%	1%	14%	i	27
CCCc1cc(=O)oc2cc(OCC(=O)Nc3ccc(S(N)(=O)=O)cc3)ccc12	19%	i	0.9	0.3%	-0.7	71	4.6%	-12%	-21%	-9%	i	15
CC(C)Cn1c(CN2CCN(C(=O)c3ccco3)CC2)nc2c1c(=O)n(C)c(=O)n2C	7%	i	0.3	-0.3%	-1.4	35	-4.8%	-6%	-30%	11%	i	38
O=C(O)c1cccnc1SC1CC(=O)N(c2cccc(C(F)(F)F)c2)C1=O (configuration not stated)	-2%	i	0.9	0.2%	-1.7	47	0.4%	17%	-11%	6%	i	28
CCOc1ccc(Cc2c(Cl)nc(SC)nc2N(C)C)cc1	5%	i	0.3	0.1%	0.5	32	2.1%	4%	21%	4%	i	46
Cc1ccc(-c2nn(-c3ccccc3)cc2C2CC(c3cccs3)=NN2C(=O)CCCC(=O)O)cc1 (configuration not stated)	7%	i	0.1	0.0%	3.9	82	-2.5%	-31%	-3%	-15%	i	57
O=C(NC1CC2CCC1C2)C1COc2ccccc2O1 (configuration not stated)	-10%	i	0.5	0.2%	0.9	59	-8.2%	34%	-43%	9%	i	17
CCCCN(C)C(=O)C(Cc1ccccc1)NS(=O)(=O)c1ccc2c(c1)c(=O)n(C)c(=O)n2C (configuration not stated)	9%	i	7.1	-0.1%	3.5	88	-3.3%	-5%	6%	19%	i	43
CC(NC(=O)c1cccnc1)C(=O)N1CCCCC1 (configuration not stated)	-9%	i	1.1	-0.1%	-0.5	48	2.0%	-1%	-10%	13%	i	60
CCCCN1C(=O)c2ccc(C(=O)Nc3cccnc3)cc2C1=O	16%	i	12	-0.3%	1.1	58	-1.9%	6%	-21%	-1%	i	31
CN(C)CCCn1c(SCC(=O)Nc2nccs2)nnc1-c1ccncc1	-9%	i	0.9	0.4%	1.4	42	3.5%	-13%	-36%	9%	i	36
CC(=O)c1c(NCCc2ccccc2)nc(=S)n(-c2ccccc2)c1C	8%	i	0.9	-0.8%	-1.0	26	-0.9%	-25%	-10%	9%	i	28
O=C(c1cccc2ccccc12)C1CCCN(C(=O)CCN2CCCO2)C1 (configuration not stated)	-1%	i	0.8	-0.2%	2.9	55	5.1%	0%	25%	-2%	i	47
O=C(C[n+]1ccc(C(=O)N/N=C/c2ccc(Cl)cc2Cl)cc1)c1ccccc1	-13%	i	7.4	-0.1%	-0.4	38	4.7%	1%	-21%	-6%	i	31
COC(=O)CSc1nc(-c2ccccc2)c2c(c1C#N)CCCC2	20%	i	1.1	0.0%	1.6	85	-0.5%	-16%	16%	31%	i	41
CCn1c(=O)c(CCC(=O)NCCN2CCOCC2)c(C)c2c(C)nn(-c3ccccc3)c21	11%	i	1.6	-0.1%	0.3	47	0.8%	-28%	1%	-20%	i	18
COC(=O)COc1ccc(S(=O)(=O)NC2CCCCCC2)cc1	-11%	i	0.7	-0.1%	9.4	52	11%	-35%	-19%	-7%	i	11

The final two records of the section above are carried over, then new ones follow.
SMILES	NOD2 inhibition	Myeloid diff MLP	Myeloid diff MLP GFP+ MAC1+ %	GPR55 activation	NTR1 ag	NTR1 ag cell count 20 µM	KOR beta-arrestin-1	KOR beta-arrestin-2	NOD1 inhibition	GPR55 LPI antagonism	T cell HTS	T cell HTS vesicle-bound %
CCn1c(=O)c(CCC(=O)NCCN2CCOCC2)c(C)c2c(C)nn(-c3ccccc3)c21	11%	i	1.6	-0.1%	0.3	47	0.8%	-28%	1%	-20%	i	18
COC(=O)COc1ccc(S(=O)(=O)NC2CCCCCC2)cc1	-11%	i	0.7	-0.1%	9.4	52	11%	-35%	-19%	-7%	i	11
COc1ccccc1CC(=O)NCCN1CCCCC1	8%	x	x	0.2%	-0.3	52	-0.1%	-22%[20 µM]	8%	7%	i	68
Cc1cc(C)cc(NC(=O)C2CCN(C(=O)[C@@H]3Cc4ccccc4CN3)CC2)c1	-7%	i	4.8	-0.1%	2.0	75	-3.3%	-56%	-9%	1%	i	21
COCCNC(=O)C(=O)NNS(=O)(=O)c1ccc(Cl)cc1	4%	i	0.2	-0.1%	-0.8	53	-2.7%	-25%[20 µM]	-12%	-13%	i	9
COc1ccccc1CN(Cc1nc2ccccc2c(=O)[nH]1)S(=O)(=O)c1ccc(C)cc1	-2%	i	4.7	-0.1%	6.2	40	8.3%	16%	-16%	13%	i	31
Cc1ccc(C(=O)NCCCCNC(=O)c2ccc(C)o2)o1	-6%	i	0.7	0.2%	-1.0	53	-0.6%	7%	-17%	-15%	i	24
NC(=O)N/N=C/c1ccccc1OCC(=O)NCc1ccccc1	10%	i	0.7	-0.1%	-0.3	54	2.8%	-8%	-21%	1%	i	55
Cc1nc2sccn2c(=O)c1S(=O)(=O)NCC1CCN(Cc2ccccc2Cl)CC1	9%	i	6.7	-0.2%	-1.7	57	4.2%	-25%	-2%	-22%	i	55
CCOC(=O)CSc1nnc(CNC(=O)c2cccs2)n1-c1cccc(C)c1	17%	i	8.2	0.4%	-0.8	75	-2.2%	-1%	-2%	-8%	i	18
CCCS(=O)(=O)N1CCc2ccc(NC(=O)c3ccccc3Cl)cc2C1	2%	i	0.2	-0.2%	0.4	76	-2.9%	-23%[20 µM]	-3%	-2%	i	46
CC(C)c1nc2cc(C(=O)N(C)Cc3ccc(F)cc3)ccc2o1	-3%	i	0.3	-0.1%	0.3	59	-1.4%	-4%	-28%	13%	i	17
O=C(CN(Cc1ccc(F)cc1)C(=O)CCC(=O)Nc1nccs1)NCc1ccc(F)cc1	16%	i	1.0	-0.2%	-0.7	54	-5.4%	4%	-14%	2%	i	30
Cc1ccc(SCC(=O)NCc2ccncc2)cc1	-11%	i	0.5	0.1%	-0.2	39	-0.5%	-13%	-8%	2%	i	45
CCN1C(=O)c2ccccc2S(=O)(=O)c2ccc(C(=O)NCCOC)cc21	-17%	i	0.7	0.3%	0.1	115	5.3%	-45%	-12%	-11%	i	7
NC(=O)c1ccsc1NC(=O)COC(=O)Cc1ccsc1	15%	i	0.8	1.1%	-1.5	96	0.1%	-2%	-7%	-15%	i	42
Cc1cccc(NC(=O)CSc2c3c(nc4ccccc24)CCC3)n1	-18%	i	0.1	-0.3%	0.5	84	-3.2%	16%	26%	5%	i	37
CCOc1cc(CNC2CCCC2)c(Cl)cc1OCC(=O)Nc1ccccc1	-5%	i	0.5	-0.1%	0.5	42	-2.1%	0%[20 µM]	-24%	-2%	i	41
COCCNC(=O)C(c1ccc(F)cc1)N(C(=O)CCC(=O)Nc1nccs1)c1ccc(C)cc1 (configuration not stated)	2%	i	0.9	-0.3%	0.2	83	0.5%	18%[20 µM]	-28%	-1%	i	58
N#Cc1c(-n2cccc2/C=N/O)sc2c1CCCC2	13%	i	0.4	-0.1%	-0.3	45	1.9%	6%	-11%	27%	i	2
Cc1ccc(-c2ccc(SCC(=O)NC3CCCCC3)nn2)cc1	-36%	i	2.7	0.2%	0.0	50	-2.0%	1%	-25%	16%	i	13
COc1cc(SC)ccc1C(=O)NC1CCCCC1	-15%	i	0.4	-0.3%	-2.5	77	1.7%	37%	-20%	7%	i	55
Cn1c(=O)[nH]c(=O)c2c1nc(SCC(=O)O)n2CCCc1ccccc1	12%	i	1.0	0.4%	-1.4	84	-4.2%	-5%	10%	6%	i	30
CN(Cc1cccc2ccccc12)C(=O)c1cc(COc2c(F)cccc2F)on1	6%	i	0.2	1.1%	0.9	98	-1.8%	0%	-33%	6%	i	52
CCC(NC(=O)COc1cc2c(c3oc(=O)c(C)c(C)c13)CCC(C)(C)O2)C(=O)O (configuration not stated)	7%	i	0.2	-0.1%	-1.3	96	-5.1%	-12%	-9%	11%	i	48
COc1cc(C(c2nnnn2C2CCCC2)N2CCN(C)CC2)cc(OC)c1OC (configuration not stated)	17%	i	0.7	0.3%	0.1	75	1.5%	7%	-17%	6%	i	46
O=C(N/N=C/c1cccc(O)c1)c1cc(-c2ccc3c(c2)OCO3)n[nH]1	-18%	i	0.2	-0.2%	-1.1	96	4.0%	21%	-23%	-4%	i	51
C=CCn1c(=O)c2ccccc2n2c(SCC(=O)N(C)C)nnc12	15%	i	0.5	-0.1%	0.2	103	-4.7%	9%	2%	0%	x	x
O=C(N1CCOCC1)N1CCN(S(=O)(=O)N2CCOCC2)CC1	-20%	i	0.8	-0.1%	0.0	65	5.2%	-54%	-1%	11%	i	28
CC(NS(=O)(=O)c1ccccc1)C(=O)NC1CCCC1 (configuration not stated)	7%	i	0.8	-0.1%	0.3	65	1.7%	31%	-30%	13%	i	21

Not all compounds are listed, so the mix of outcomes need not match the whole.
